Insulin prom up: MIN6 insulin promoter up-regulation. MIN6 insulin promoter-GFP reporter, high-content imaging; stronger effect = higher value. z-score at 5 µM. 0.3% of 190,000 active;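 active means z-score above 3 at 5 µM with at least 500 cells counted in the well; inconclusive means wells under 500 cells, flagged as cytotoxic or low count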
PhoP inhibition: PhoP-dependent GFP reporter repression – Salmonella Typhimurium, primary screen (AID 1863); S. Typhimurium PhoP-regulated promoter GFP reporter, 4 h; higher % means a stronger effect; one-dose inhibition, % at 50 µM; IC50 in µM for titrated hits; 0.16% of 300,000 active;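 active means inhibition over 29.93%, a cutoff 3 SD above the screen mean, later confirmed by dose response; inconclusive means inhibition over 29.93% but no dose response follow-up; inactive means inhibition at most 29.93% or unconfirmed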;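 further: 0% = low Mg2+ inducing control and 100% = high Mg2+ repressing control; strong numbers were not always called active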
CSM14.1 death rescue: rescue of cells from ER stress-induced death, primary screen, 384-well, CSM14.1, thapsigargin, ATP luminescence (AID 1222) | CSM14.1 thapsigargin-induced death rescue, ATP luminescence; higher % means a stronger effect | 190,000 tested, under 10 active | cellular ATP content (survival), % at 20 µM, or EC50 in µM where a hit was titrated;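 active means EC50 below 50 µM in the dose-response confirmation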;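 further: death triggered by thapsigargin at about 15 µM added after 2 h compound pretreatment; cell ATP read after overnight thapsigargin exposure of roughly 18 to 22 hours; normalized against plate controls of thapsigargin alone and 5% DMSO vehicle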
T cell modulator: modulates CD8 T cell binding to vesicles; 2C CD8+ T cell-vesicle binding, flow cytometry; stronger effect = lower value; calls only at 7 µM; 0.068% of 330,000 active; AID 2052;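 active means response, share of CD8 T cells binding vesicles, and their 90th percentile fluorescence all below set limits, cut at about 80% in these data, passing the limit was not always enough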
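Assay system: 2C TCR transgenic mouse naive CD8+ T cells, MACS-purified | Read-out: CD8+ gate FL2 mean fluorescence as % of same-row positive control | Signal: High-throughput flow cytometry with anti-B7-1 and anti-CD8 staining | Timing: Binding step 1.5 h, 37 °C, antibody labelling 20 min, ice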
MT stabilizer: microtubule stabilization, imaging screen | HeLa tubulin immunostaining HCS, 24 h; share of cells brighter than vehicle mean+2SD | % tubulin-high responders, % at 10 µM | 0.83% of 200,000 active | AID 2205;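 active means plate Z-score above 3 for both tubulin-high and condensed-nucleus cell shares, with cell loss under 80%, at 10 µM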;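 further: anti alpha tubulin signal scored within the nucleus-defined area of each cell; some results filed as inactive read as strong as hits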
Dynein transport: blocks dynein driven cargo transport along microtubules; 3617.4 mouse cells, GR-EGFP nuclear translocation imaging; test concentration mostly 20 µM; stimulated with dexamethasone, 1 µM; stronger effect = lower value; z-score, hits read low; 0.47% of 220,000 active; AID 1381;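 active means plate z-score of nuclear minus cytoplasmic receptor signal below a set negative limit, without overly bright fluorescence or cell loss, cut at about -3.5 in these data, passing the limit was not always enough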;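 further: z-score of nuclear minus cytoplasmic ring GR-EGFP intensity difference per well; some compounds called inactive have numbers as strong as hits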
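Also added – dexamethasone, 1.0 µM final · Buffer or medium – tet-free, stripped-serum medium · Schedule – induction 48 h, compound 1 h, agonist 30 min · Detection – formaldehyde fixation, Hoechst nuclear stain, 10x automated fluorescence imaging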
Lipid droplet: modulators of hepatic lipid droplet formation | AML12 mouse hepatocytes, oleate lipid droplets, BODIPY imaging | inhibition, % at 6.5 µM | 0.4% of 240,000 active;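 active means lipid droplet intensity inhibited by at least 50%, with more than 500 cells counted; inconclusive means wells with under 300 cells, treated as cytotoxic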
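material = mouse AML12 hepatocyte cell line, fixed after treatment | also added = 100 µM oleic acid challenge | doses = compound at 6.5 µM only | schedule = overnight exposure | technique = Image-based BODIPY and DAPI two-channel analysis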
Autophagy HCS: alters autophagy in cells. MEF GFP-LC3 puncta imaging; test concentration mostly 10 µM. calls only at 10 µM (by protocol). 0.98% of 190,000 active. AID 463193;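 active means percentage of spot-positive cells more than 3 SD above its plate mean, without a fluorescence outlier flag or 80% toxicity; inconclusive means no clear call, values can overlap the other calls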;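 further: spot-positive cell cutoff set from DMSO-treated cells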
bCat nuc transl: alters nuclear translocation of beta-catenin in HeLa cells. 0.3% of 190,000 active. immunofluorescence imaging. AID 1665. nuclear translocation activity, % at 5 µM;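 active means nuclear translocation activity above 50% at 5 µM, with a well cell count of 50 or more; inconclusive means wells under 50 cells across six images, flagged as toxic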;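 further: per-cell ratio of nuclear to cytoplasmic median beta-catenin stain intensity; plate controls were DMSO negative control for no effect and GSK-3 inhibitor IX positive control for full effect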
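assay system = human HeLa cells, endogenous beta-catenin | times = compound treatment 24 h, 37°C, 5% CO2 | detection = Anti-beta-catenin immunofluorescence on PFA-fixed, Triton-permeabilized cells, DAPI nuclei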
Dynein transport cytoplasmic EGFP: second read-out of Dynein transport, no call of its own (marks repeat the call); z-score; measured here: cytoplasmic GR-EGFP intensity; stronger effect = higher value
Dynein transport nuclear GR-EGFP: also measured in Dynein transport; calls as there; z-score; measured here: nuclear GR-EGFP intensity;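 lower value marks the stronger effect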
Dynein transport cell count: further read-out of Dynein transport, marked with its call; z-score; measured here: cell count per field
Insulin prom up cell count: also measured in Insulin prom up; calls as there; cell count; measured here: cytotoxicity, nuclei count;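 total cells summed across four imaged fields per well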
Lipid droplet cells 6.5 µM: further read-out of Lipid droplet, marked with its call; cell count; measured here: cell count, cytotoxicity flag;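 cells counted across two imaged fields per well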
bCat nuc transl cell count 5 µM: also measured in bCat nuc transl; calls as there; cell count; measured here: cell count, cytotoxicity flag
T cell modulator vesicle-bound %: recorded beside T cell modulator, whose call it bears; double positive events, %; measured here: CD8+ vesicle-bound cell fraction;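 binding gate set so that unloaded-vesicle control wells show 10% double positive cells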
MT stabilizer Hoechst-high %: recorded beside MT stabilizer, whose call it bears; % Hoechst-high responders; measured here: nuclear condensation Hoechst responders;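 share of cells brighter than vehicle mean plus two SD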
MT stabilizer cytotoxicity %: further read-out of MT stabilizer, marked with its call; toxicity, %; measured here: cytotoxicity by cell density;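 0% = mean cell density of plate MIN control wells and 100% = no cells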
Autophagy HCS cell loss 18 h: further read-out of Autophagy HCS, marked with its call; toxicity, %; measured here: cell loss, nuclei count;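 cell loss after 18 h compound exposure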
* marks the source's active call; other numbers are inactive results; i = inactive; ? = inconclusive; · = not tested or not shown; + = active, no number.

SMILES	Insulin prom up	Insulin prom up cell count	PhoP inhibition	CSM14.1 death rescue	T cell modulator	T cell modulator vesicle-bound %	MT stabilizer	MT stabilizer Hoechst-high %	MT stabilizer cytotoxicity %	Dynein transport	Dynein transport cytoplasmic EGFP	Dynein transport nuclear GR-EGFP	Dynein transport cell count	Lipid droplet	Lipid droplet cells 6.5 µM	Autophagy HCS	Autophagy HCS cell loss 18 h	bCat nuc transl	bCat nuc transl cell count 5 µM
COc1ccc(-n2c(Cc3cccn3C)nnc2SCC(=O)NC2CCCCC2)cc1	-0.33	1403	0%	·	i	41	4.5	2.7	5.9	0.22	-0.19	0.33	-0.13	23	610	i	13	-0.1	1110
O=C(CSc1nnc(Cn2c(=O)sc3ccccc32)n1CCc1ccccc1)N1CCOCC1	-0.37	1210	-11%	1.9%	i	54	2.4	1.5	11	0.82	-0.19	0.51	-0.26	·	·	i	4	-3.1	909
CCn1c(CSc2nc3ccccc3s2)nnc1SCC(=O)NCC(=O)OC	-1.4	975	2%	0.2%	i	47	2.9	3.4	8.9	0.22	-0.21	-0.079	0.83	14	765	i	-34	0.4	1116
CC1=C(C(=O)Nc2ccccc2)C(c2cccs2)C(C#N)=C(SCC#N)N1 (stereo unspecified)	0.21	1912	8%	-2.4%	i	59	1.8	1.6	1.3	-1	-0.18	-0.3	0.51	-27	664	i	-2	-1.0	1072
CNC(=O)NC(=O)COC(=O)/C=C/c1cccc(Br)c1	1	1077	-7%	-2.6%	i	24	3.7	2.3	8.6	1.8	-0.074	1.1	-1.3	34	714	i	10	2.2	1054
O=C(O)CC1Sc2ccccc2NC1=O (stereo unspecified)	-0.22	1316	1%	-1.4%	i	3	2.0	3.3	4.5	-0.44	-0.28	0.43	0.42	·	·	i	19	-0.2	812
O=C(COC(=O)c1ccc[nH]c1=O)NC1CCCc2ccccc21 (stereo unspecified)	0.4	1014	-5%	·	i	15	·	·	·	-0.23	-0.11	0.67	-0.61	-3	673	·	·	-0.4	1312
Cc1ccc(Nc2nc(NCc3ccco3)c3ccccc3n2)cc1	·	·	44µM*	-1.8%	i	40	3.0	2.7	5.5	1	-0.25	0.66	0.26	-68	590	i	20	-0.1	1025
O=C(NCc1cccnc1)c1cccc(F)c1	-0.46	1215	2%	-0.3%	i	13	3.4	1.5	6.5	-1.1	-0.26	-0.48	0.52	10	799	+	-22*	1.4	1163
CCOC(=O)Cc1csc(NC(=O)c2ccoc2C)n1	-0.14	1251	-1%	-2.7%	i	15	1.2	2.3	6.8	0.24	0.15	0.47	-0.53	-13	682	i	-3	-0.3	992
COc1ccccc1NC(=O)CC(c1ccc(OC(C)C)cc1)c1ccccc1OC (stereo unspecified)	0.93	2246	-7%	-2.2%	i	54	2.5	3.6	3.9	-0.88	-0.26	-0.2	0.89	?	·	i	11	-0.2	1026
Cc1ccc(C(=O)N/C(=C\c2cccs2)C(=O)NCCc2c[nH]c3ccccc23)cc1	-0.51	1420	-11%	0.3%	i	6	3.4	3.7	6.2	-0.81	-0.25	-0.15	0.2	-3	544	i	1	-1.0	1067
COc1ccc(C(=O)/C=C/N(C)C)cc1OC	0.82	1576	1%	-2.6%	i	35	4.0	1.3	11	2.3	-0.17	0.6	-1.1	·	·	i	-1	3.1	1379
Cc1ccccc1-c1ccccc1N	-0.18	1280	-10%	3.1%	i	41	5.7	3.6	6.2	-1.2	-0.3	-0.81	0.68	13	636	i	-1	-2.3	541
COc1ccc(NC(=S)N2CCN(Cc3ccccc3)CC2)c(OC)c1	0.55	1596	-4%	-0.3%	i	62	3.8	2.3	2.4	0.18	-0.29	0.16	0.35	-2	700	i	-41	-5.3	1104
Cc1ccc(S(=O)(=O)N2CCCCC2)cc1NC(=O)Nc1ccc(Cl)cc1Cl	0.4	1492	-6%	-1.5%	i	35	1.3	2.3	8.1	-0.73	-0.23	-0.12	0.47	·	·	i	17	0.6	1452
Cc1onc(-c2ccccc2)c1C(=O)Nc1ccccc1N1CCOCC1	0.98	1864	8%	-1.7%	i	14	2.1	3.6	11	0.72	-0.15	0.67	-0.26	-10	659	i	-24	-0.8	923
COc1ccc(C(=O)Nc2nc3ccccc3[nH]2)cc1OC	·	·	-14%	-3.0%	i	11	1.7	0.8	20	-0.25	-0.21	0.003	1.6	40	792	i	-3	0.7	1219
O=C(CSc1nc2cc3ccccc3cc2[nH]1)Nc1ccc(F)cc1	-0.52	1845	2%	-0.2%	i	37	4.2	2.0	8.3	-0.27	-0.22	0.47	0.79	19	680	i	4	-0.3	1036
CCOC(=O)/C=C1\SCC(=O)N1CC(=O)NC(C)C	-0.15	868	6%	-1.4%	i	49	2.4	1.4	5.9	-0.084	-0.21	0.16	0.9	1	709	i	-6	-2.7	1257
COc1ccc(NC(=S)Nc2cnc3ccccc3c2)c(OC)c1	0.23	1585	-9%	-1.1%	i	37	3.0	1.4	2.3	-0.38	-0.27	-0.19	0.12	1	672	i	22	-1.3	1100
CCOc1ccc(N(CC(=O)Nc2ccc(OC)cc2)S(C)(=O)=O)cc1	0.13	1225	0%	-1.1%	i	50	1.5	1.8	14	-0.58	-0.21	-0.19	0.56	·	·	i	31	-7.4	1037
COc1ccc(NC(=O)CN(C2CCCCC2)S(C)(=O)=O)cc1Cl	·	·	-4%	-0.5%	i	60	3.5	2.2	11	0.083	-0.2	0.17	1.7	6	813	i	13	·	·
CCc1nn2c(=O)cc(N3CCN(c4cc(C)nc5ccccc45)CC3)nc2s1	-0.48	2022	3%	-2.3%	·	·	1.4	0.5	17	0.16	-0.12	0.47	0.71	15	604	i	-2	-0.9	1084
C=CCSc1nnc(COc2ccc(=O)n(-c3ccccc3)n2)n1CC	-0.72	1192	6%	·	i	58	4.5	2.0	6.5	-1.2	-0.28	-0.11	0.64	-12	684	i	12	-0.9	1064

A section of the results above, for reference:
SMILES	Insulin prom up	Insulin prom up cell count	PhoP inhibition	CSM14.1 death rescue	T cell modulator	T cell modulator vesicle-bound %	MT stabilizer	MT stabilizer Hoechst-high %	MT stabilizer cytotoxicity %	Dynein transport	Dynein transport cytoplasmic EGFP	Dynein transport nuclear GR-EGFP	Dynein transport cell count	Lipid droplet	Lipid droplet cells 6.5 µM	Autophagy HCS	Autophagy HCS cell loss 18 h	bCat nuc transl	bCat nuc transl cell count 5 µM
COc1ccc(-n2c(Cc3cccn3C)nnc2SCC(=O)NC2CCCCC2)cc1	-0.33	1403	0%	·	i	41	4.5	2.7	5.9	0.22	-0.19	0.33	-0.13	23	610	i	13	-0.1	1110
O=C(CSc1nnc(Cn2c(=O)sc3ccccc32)n1CCc1ccccc1)N1CCOCC1	-0.37	1210	-11%	1.9%	i	54	2.4	1.5	11	0.82	-0.19	0.51	-0.26	·	·	i	4	-3.1	909

Next section:
SMILES	Insulin prom up	Insulin prom up cell count	PhoP inhibition	CSM14.1 death rescue	T cell modulator	T cell modulator vesicle-bound %	MT stabilizer	MT stabilizer Hoechst-high %	MT stabilizer cytotoxicity %	Dynein transport	Dynein transport cytoplasmic EGFP	Dynein transport nuclear GR-EGFP	Dynein transport cell count	Lipid droplet	Lipid droplet cells 6.5 µM	Autophagy HCS	Autophagy HCS cell loss 18 h	bCat nuc transl	bCat nuc transl cell count 5 µM
O=C(Nc1ccc(F)cc1)C1CCN(c2nnnn2-c2ccccc2)CC1	0	1197	5%	-3.6%	i	31	1.5	2.3	8.4	-0.66	-0.13	-0.14	0.9	·	·	i	-6	-6.5	815
COC(=O)CSc1nnc(CNC(=O)c2cccc(C)c2)n1-c1ccccc1OC	0.72	1423	-6%	-0.8%	i	25	4.8	3.1	7.8	0.38	-0.2	0.46	-0.24	·	·	i	-8	-2.6	998
Cc1cc(=O)oc2cc(OCC(=O)N3CCc4ccccc4C3)ccc12	-1.2	1229	9%	1.1%	i	41	2.5	1.4	18	1.6	-0.39	0.61	-0.64	·	·	i	-4	-5.0	938
NC1=NC[C@H](Cc2ccccc2)N1CCCCC1CCCCC1	-1.4	679	48µM*	·	i	47	·	·	·	0.62	-0.65	0.39	-0.46	19	736	·	·	-1.4	1170
O=C(OCC(=O)N1CCCC1=O)C1COc2ccccc2O1 (stereo unspecified)	-0.21	1251	2%	-1.7%	i	11	5.7	3.2	7.5	2.2	-0.31	1.4	-1.2	5	712	i	3	-6.1	1067
Cc1cc(NC(=O)c2ccc3c(c2)OCCO3)ccc1NC(=O)c1ccco1	-0.01	1438	·	-2.7%	i	63	1.5	2.4	13	2.1	-0.16	2.1	-1.5	1	577	i	-10	-0.4	1475
Cc1cc(C)c2c(c1)/C(=N/NS(=O)(=O)c1ccc(Br)cc1)CCC2	-0.28	877	-1%	-3.2%	i	34	1.3	0.9	3.8	0.71	-0.24	0.63	0.74	-2	748	i	-10	2.4	1083
Cc1csc(SC(C)c2nc3scc(-c4ccccc4)c3c(=O)[nH]2)n1 (stereo unspecified)	-0.56	983	·	·	i	32	·	·	·	-0.88	-0.81	-0.7	0.32	0	589	·	·	-0.2	1323

Bioassay records (PubChem BioAssay)
